Screening data deposited in PubChem by several laboratories.
GC-B act: human GC-B receptor activators, primary screen, HEK293 GC-B cells, cGMP TR-FRET, EC30 CNP; AID 1920062, 2024; Atrial natriuretic peptide receptor 2 (Homo sapiens), P20594; activation, % at 10 µM; 0% at EC30 CNP, 100% saturating CNP; 370,000 tested, 0.11% active;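 active means activation at 10 µM reaching about 35% in either raw or pattern-adjusted values, limit read from the data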
HTRA1 inh: HTRA1 serine protease inhibitors, primary screen, biochemical, fluorescence polarization, HTS. 340,000 tested, 0.5% active. Q92743. AID 504803, 2011. recombinant HTRA1, FP-rhodamine activity-based probe. inhibition, % at 5.96 µM; in the data active means inhibition above about 36%;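 further: 0% = enzyme with DMSO and 100% = wells lacking enzyme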
PG9 Ab binder: binders of HIV-1 gp120 antibody PG9, primary screen, biochemical, TR-FRET; AID 624416, 2012; inhibition, % at 6.7 µM; 360,000 tested, 0.43% active; TR-FRET gp120-PG9 antibody binding; HIV-1 gp120 / PG9 antibody interaction; in the data active means inhibition above about 8.5%
SMARCA2 act: SMARCA2 (BRM) function activators, primary screen, cell-based, luminescence, high throughput; 370,000 tested, 1% active; AID 652017, 2013; activation, % at 9.1 µM; MG213 cells, MMTV-luciferase reporter, dexamethasone, overnight; in the data active means activation above about 7.8%;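 further: 0% = vehicle wells and 100% = reference activator wells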
ARFGAP1 inh: inhibitors of rat ARFGAP1 GAP activity, primary screen, biochemical, fluorescence polarization, GDP tracer | ADP-ribosylation factor GTPase-activating protein 1 (Rattus norvegicus), Q62848 | Arfgap1-stimulated ARF1 GTP hydrolysis, GDP FP detection | inhibition, % at 16.5 µM | 360,000 tested, 0.26% active | AID 651572, 2012;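 active means inhibition above a per-plate limit, mean inhibition of low control wells plus 3 SD, cut at about 25% in these data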;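 further: 0% = DMSO wells with enzyme and 100% = wells lacking Arfgap1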
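System: truncated rat Arfgap1 GAP domain / Medium: HEPES-based buffer, pH 7.5 / Also added: N-terminally truncated human ARF1-GTP substrate / Incubation: enzyme reaction 120 min at 25 °C after 20 min preincubation / Measured by: FP of antibody-bound GDP Alexa 633 tracer, ex 620/em 688 nm / Replicates: singlicate, each compound tested once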
ASAP1 inh: inhibitors of human ASAP1 ArfGAP activity, primary screen, biochemical, fluorescence polarization; 360,000 tested, 0.19% active; ASAP1-stimulated ARF1 GTP hydrolysis, GDP FP detection; inhibition, % at 16.5 µM; Arf-GAP with SH3 domain, ANK repeat and PH domain-containing protein 1 (Homo sapiens), …; in the data active means inhibition above about 25%;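 further: 0% = vehicle with enzyme and substrate and 100% = no enzyme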
Rev-erbA mod: modulators of Rev-erb alpha DNA binding, primary screen, biochemical, FITC-DNA, fluorescence polarization, uHTS. Nuclear receptor subfamily 1 group D member 1 (Homo sapiens), P20393. Rev-erbα–FITC-DNA binding, 90 min. activity, % at 10 µM. 370,000 tested, 0.79% active. AID 1259318, 2017;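 active means activity above about 14%, limit read from the data; passing the limit was not always enough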;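 further: 0% = DMSO wells with 35 nM protein and 100% = DMSO wells with 750 nM protein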
rCAG RNA binder: binders of r(CAG) RNA repeats, primary screen, biochemical, fluorescence; r(CAG) RNA repeat, TO-PRO-1 dye displacement fluorescence; inhibition, % at 3 µM; 370,000 tested, 1.3% active; AID 651821, 2012;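 active means inhibition above the plate cutoff, the mean of all test compounds on that plate plus 3 SD, cut at about 35% in these data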;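 further: 0% = DMSO alone and 100% = 100 µM mitoxantrone as full dye displacement; higher means more dye released from RNA so lower well fluorescence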
GC-A act: GC-A stimulated cGMP production enhancers – HEK293 GC-A cells, cGMP TR-FRET, EC30 ANP, primary screen | activation, % at 10 µM | 0% at EC30 ANP, 100% saturating ANP | 370,000 tested, 0.14% active; in the data active means activation above about 40%
Target sequence (P16066 whole entry, looked up): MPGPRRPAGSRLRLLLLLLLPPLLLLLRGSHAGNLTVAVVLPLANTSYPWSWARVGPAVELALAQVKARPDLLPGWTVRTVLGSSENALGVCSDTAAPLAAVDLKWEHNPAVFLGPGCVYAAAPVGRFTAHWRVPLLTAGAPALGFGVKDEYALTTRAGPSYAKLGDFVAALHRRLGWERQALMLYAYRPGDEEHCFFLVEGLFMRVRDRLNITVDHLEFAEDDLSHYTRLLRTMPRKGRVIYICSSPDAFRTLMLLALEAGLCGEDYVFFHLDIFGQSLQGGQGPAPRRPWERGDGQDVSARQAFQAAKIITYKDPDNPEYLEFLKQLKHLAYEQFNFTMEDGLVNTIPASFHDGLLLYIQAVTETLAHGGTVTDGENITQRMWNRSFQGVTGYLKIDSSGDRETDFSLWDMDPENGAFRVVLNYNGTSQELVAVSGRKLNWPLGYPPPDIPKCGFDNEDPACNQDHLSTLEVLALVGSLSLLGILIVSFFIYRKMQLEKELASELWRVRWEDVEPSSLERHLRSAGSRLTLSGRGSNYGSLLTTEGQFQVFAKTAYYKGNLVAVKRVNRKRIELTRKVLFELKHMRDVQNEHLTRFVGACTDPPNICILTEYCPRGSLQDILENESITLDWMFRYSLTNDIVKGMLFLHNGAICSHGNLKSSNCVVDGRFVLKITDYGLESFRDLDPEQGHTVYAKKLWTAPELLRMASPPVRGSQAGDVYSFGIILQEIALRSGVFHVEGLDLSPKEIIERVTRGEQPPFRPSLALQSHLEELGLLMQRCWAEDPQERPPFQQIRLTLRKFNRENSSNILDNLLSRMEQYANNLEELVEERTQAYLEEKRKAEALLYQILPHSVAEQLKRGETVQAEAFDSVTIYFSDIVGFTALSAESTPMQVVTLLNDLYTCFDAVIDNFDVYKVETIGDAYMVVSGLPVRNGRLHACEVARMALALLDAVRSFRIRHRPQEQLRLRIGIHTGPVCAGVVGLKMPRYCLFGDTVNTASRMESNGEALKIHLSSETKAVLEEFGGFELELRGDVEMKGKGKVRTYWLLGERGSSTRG
mABHD4 FP: ABHD4 inhibitors, primary screen, biochemical, fluorescence polarization, mouse; purified mABHD4, FP-Rh probe fluorescence polarization; 370,000 tested, 0.54% active; inhibition, % at 8.92 µM; AID 720543, 2013; (Lyso)-N-acylphosphatidylethanolamine lipase (Mus musculus), Q8VD66;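 active means inhibition exceeding the mean over every tested compound plus 3 SD, cut at about 30% in these data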;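 further: 0% = plate median of compound wells and 100% = S159A mutant with DMSO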
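system = mouse ABHD4 enzyme, wild type | medium = HEPES pH 7.0, NaCl, Pluronic buffer | also added = FP-Rh probe | incubation = Enzyme–compound pre-incubation 45 min, then probe 60 min, both 25 °C | technique = fluorescence polarization, excitation 525 nm, emission 598 nm, BODIPY TMR filters | controls = S159A mutant high control, sample median low control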
An asterisk follows results filed as active; / = no result given; & = joins results of further samples.

SMILES	GC-B act	HTRA1 inh	PG9 Ab binder	SMARCA2 act	ARFGAP1 inh	ASAP1 inh	Rev-erbA mod	rCAG RNA binder	GC-A act	mABHD4 FP
N#CC1=C(N)C(C#N)(C#N)[C@H](c2ccncc2)[C@H]2CN(C(=O)OCc3ccccc3)CC=C12	1	4	-1.0	-4	2	-1	-5	3	0	4
Cc1ccc(-c2nn(-c3ccccc3)cc2C=O)o1	-2	-24	-1.1	2	-6	-2	0	3	-3	16
COc1cc(OC)c(OC)cc1/C=C1\SC(N2CCCCC2)=NC1=O	-1	-2	-8.2	0	-7	-5	3	-1	-2	-4
Cc1ccc(NC(=S)N2CCC(NC(=O)c3ccc(C)cc3)CC2)cc1	-3	-4	0.4	-2	-2	-2	-4	3	-1	-2
CCOC(=O)[C@]12CCCCC/C=C\1N(Cc1ccc(OC)cc1)C(=O)[C@H]2CC(=O)NCc1cccc(C(F)(F)F)c1	2	/	/	-1	/	/	-1	2	-3	-6
CS(=O)(=O)N1CCN(c2ccc(NC(=O)Cc3ccccc3)cc2)CC1	4	-2	-1.4	-3	5	-10	1	-1	-7	4
CCOc1ccc(NC(=O)CN(C)C(=O)CCNC(=O)c2ccccc2Cl)cc1OCC	-1	-5	-0.1	-1	10	7	-3	-6	2	6
c1ccc(Nc2ncnc3[nH]ncc23)cc1	0	/	0.5	-6	3	8	3	0	6	10
COc1cc(-c2c(C(C)=O)c(C)nc3c2C(=O)c2ccccc2-3)cc(OC)c1OC	0	4	-0.4	1	7	-1	-1	0	6	0
O=C(Nc1nnc(C2=COCCO2)o1)c1ccc(Cc2ccccc2)cc1	2	15	-1.5	-2	-7	-1	-6	17	-1	-4
Cc1ccc(F)cc1NC(=O)CN1C(=O)NC(C)(c2ccc3c(c2)OCCO3)C1=O (centres undefined)	-2	-3	-2.1	0	5	-7	2	-1	-1	5
CC(=O)N(C)c1cccc([N+](=O)[O-])c1	1	6	-1.9	1	1	11	-8	2	1	-4

Reprinted from the part before: 3 compounds; new compounds follow.
SMILES	GC-B act	HTRA1 inh	PG9 Ab binder	SMARCA2 act	ARFGAP1 inh	ASAP1 inh	Rev-erbA mod	rCAG RNA binder	GC-A act	mABHD4 FP
O=C(Nc1nnc(C2=COCCO2)o1)c1ccc(Cc2ccccc2)cc1	2	15	-1.5	-2	-7	-1	-6	17	-1	-4
Cc1ccc(F)cc1NC(=O)CN1C(=O)NC(C)(c2ccc3c(c2)OCCO3)C1=O (centres undefined)	-2	-3	-2.1	0	5	-7	2	-1	-1	5
CC(=O)N(C)c1cccc([N+](=O)[O-])c1	1	6	-1.9	1	1	11	-8	2	1	-4
Cc1ccc(-n2c(N)cc(=O)nc2SCC(=O)NC2CCCCC2)cc1C	5	4	-2.1	-1	6	-11	1	-5	0	5
CCCN(CC(=O)Nc1ccccc1OC)C(=O)CC1CCCC1	-7	-8	2.5	-4	-22	-20	0	-3	-3	4
COc1ccc([C@H]2CC(=O)C=C(c3ccc(F)cc3OCc3ccccc3)C2)cc1OC	31	-42	0.4	0	16	4	2	11	27	-15
C[C@@H](C(=O)NCCCCCC(=O)O)n1nnc2ccccc2c1=O	2	0	-2.0	0	0	-8	3	4	5	-2
CCOC(=O)C1CCN(C(=O)CCS(=O)(=O)c2ccc3c(c2)CC(C)N3C(=O)CC)CC1 (centres undefined)	4	2	-3.1	-2	2	11	-1	-9	3	1
COc1ccc(Nc2nc(-c3cccs3)cs2)cc1	-2	/	-0.2	2	2	7	-4	13	-1	9
CSCC(C)N1CCC(CO)(CCc2ccccc2)CC1 (centres undefined)	3	-2	0.8	2	-1	-1	5	-5	5	-3
Cc1ccc(N(CC2CO2)S(=O)(=O)c2ccccc2[N+](=O)[O-])cc1 (centres undefined)	1	5	-0.2	-1	4	-4	-2	1	-4	8
COC(=O)c1ccccc1Oc1cnc2ccccc2n1	3	-7	-1.3	-2	4	1	5	2	0	5
O=C(Cc1ccsc1)NCC(=O)Nc1ccccc1Br	7	3	-1.6	4	-8	-3	1	-1	-2	-2
CC1(Cc2cccc(C(N)=O)c2)C(=O)Nc2c(Cl)cccc21 (centres undefined)	0	/	0.1	-2	9	6	-10	0	-2	0
COc1cc(OC)c2c(-c3cccc(-c4ccoc4)c3)cc(=O)oc2c1	-4	-43	-2.0	-1	0	11	-3	12	-5	-12
O=C(c1ccc(F)cc1)N1CCC(C(=O)N(Cc2ccccc2)c2ccccc2)CC1	-1	2	-3.0	4	11	-21	-1	-4	0	-2
Cc1ccc(NC(=O)Cn2cnc3c(OCc4ccccc4)ncnc32)cc1C	2	-16	-1.8	-4	4	4	-3	2	2	-5
CN(C)CCNc1ccc(CO)c2oc3ccc(O)cc3c(=O)c12	-17	5	-2.9	11*	-4	0	8	2	-5	1
Clc1ccc(Cl)c(OCCCCNCc2ccccc2)c1	1	-2	-1.9	-1	9	-2	3	12	-1	16
COc1ccc(S[C@]2(C(=O)N3CCN(c4ncccn4)CC3)CC(=O)N(c3ccccc3)[C@@H]2c2ccc(OC)cc2)cc1	-7	/	/	-3	/	/	3	10	-5	-17
O=c1[nH]cnc2onc(-c3ccc(F)cc3)c12	1	-2	2.0	-3	-9	-11	-2	0	-1	0
COC(=O)c1c(-c2ccc(Br)cc2)noc1N	2	-9	4.5	0	1	4	6	0	6	5
COC(=O)c1cc(NC(=O)CN2CCC(C(N)=O)(N3CCCCC3)CC2)cc(C(=O)OC)c1	1	-2	-0.9	6	-13	-4	4	-5	-2	-9
Cc1cc(N)c(C)c([N+](=O)[O-])c1C	4	-1	0.7	-2	-9	-16	-3	-2	2	3
COCCn1c(=S)[nH]c2cc(OC)c(OC)cc2c1=O	-2	-1	-1.8	3	-8	-8	2	-5	4	-1
Cc1ccc(C(=O)n2c(N)nc3ccccc32)cc1	4	-4	-2.6	0	-13	-7	0	0	4	8
CC1(C)CC(=O)c2cc(C(=O)NC3CCSC3=O)c(=O)n(-c3ccc(Cl)cc3)c2C1 (centres undefined)	2	4	-0.6	1	-12	9	3	0	-3	7
C=CCCC1CN(Cc2ccc(OC)cc2)S(=O)(=O)c2c(Oc3ccc(OC)cc3)cccc2O1 (centres undefined)	0	/	0.8	-1	-1	-4	-3	9	-3	-7
Cc1nc(-c2ccccn2)nc(N2CCOCC2)c1Cl	-6	-1	-2.5	0	-3	-18	-3	-3	0	-4
CCc1ccc(C(=O)OCC(=O)NCCNC(=O)COC(=O)c2ccc(CC)cc2)cc1	1	-1	4.4	-2	5	7	3	-1	-1	3
CC1CCCN(C(=O)C(=O)c2cn(CC(=O)N3CCCCCC3)c3ccccc23)C1 (centres undefined)	3	1	0.1	1	5	-6	-4	0	1	-3
CN(C)S(=O)(=O)c1ccc(C(=O)OCn2nnc3ccccc3c2=O)cc1	6	4	0.0	-3	8	-11	-2	0	5	11
CC(=O)Nc1ccc(CN2CCN(CCc3ccccc3)C(CCO)C2)cc1 (centres undefined)	1	3	-1.0	1	-3	-1	-7	-4	0	1
COc1ccc(NC(=O)C(C)NS(=O)(=O)c2ccc(NC(C)=O)cc2)cc1Cl (centres undefined)	5	3	0.9	-2	9	-5	1	3	2	4
COc1cccc(NC(=O)Nc2ccc(CC(=O)O)cc2)c1	2	7	-1.9	-2	-4	-5	1	2	4	4
S=C1NCCN1CC1CCN(CC2CCCC2)CC1	-3	-1	0.5	-2	-5	1	2	2	3	2
Cc1cc(C)cc(NC(=O)CS(=O)(=O)c2cccc3nsnc23)c1	1	-10	0.3	-3	-2	1	0	8	-8	3
O=C(c1ccco1)N1CCN(C(=O)c2ccccc2OC(=O)C23CC4CC(CC(C4)C2)C3)CC1	-7	-8	-0.1	-2	13	-3	5	-6	1	1
COc1cc(NC(=O)c2cccc3c2C(=O)N(Cc2cccnc2)C3)cc(OC)c1OC	10	-5	0.7	-2	-5	10	2	3	10	0
O=C(Nc1cccc(S(=O)(=O)N2CCCCC2)c1)c1ccc2c(=O)n3c(nc2c1)CCCCC3	1	-38	-1.7	-3	7	14	-1	11	5	-8
Cc1cccc(OC(=O)c2cccnc2)c1C	5	11	-2.5	0	1	-15	5	-4	-1	0
CCOc1ccc(S(=O)(=O)NCCC(=O)NCC(c2ccc(OC)cc2)N2CCCCC2)cc1 (centres undefined)	-10	2	-5.7	-2	2	7	3	-4	-4	0
CC(=O)Nc1ccc(S(=O)(=O)NNC(=O)COc2cc(C)ccc2C(C)C)cc1	2	9	0.8	0	11	-1	-2	6	-7	-13
CCC(C)[C@@H](C(=O)OC)N(Cc1cn(Cc2ccccc2)nn1)S(=O)(=O)c1ccccc1Br (some centres undefined)	4	/	/	-3	/	/	4	-1	-2	-4
CN(Cc1ccccc1)C(=O)CN1CCN(C(c2ccccc2)c2ccccc2)CC1	3	-16	-0.7	-3	-4	-4	-4	-7	-4	-3
Cc1ccc(NC(=O)CCC(=O)NNC(=O)COc2cccc3ccccc23)c(C)c1	-1	-12	0.3	5	-4	9	1	2	4	-7
CSc1ccc(S(=O)(=O)Nc2ccccc2C(=O)N2CCOCC2)cc1	1	4	8.8*	2	6	0	6	4	2	7
Cc1ccc(C(=O)N/C(=C\c2ccco2)C(=O)NCCCn2ccnc2)cc1C	-1	-3	0.7	-3	-10	-2	0	6	3	0
C=CCNC(=O)c1ccc2nc(-c3ccccc3)c(-c3ccccc3)nc2c1	-13	-23	3.5	1	-5	-1	-2	-1	-14	0
COc1ccc2[nH]c3c(c2c1)CCN1C(=O)C(CC(=O)NCc2ccc(OC)c(OC)c2)C[C@H](C(=O)N2CCOCC2)[C@@]31CCC1CCCC1 (some centres undefined)	-5	0	-0.9	-3	9	-1	-7	6	2	1
CCN(CC)CCn1c2c(c(SCC(=O)Nc3nc(C)cs3)nc1=O)CCCC2	-5	-3	-0.6	-1	-4	-7	5	-10	1	0
COc1cc(NC(=O)CSc2nnnn2-c2ccccc2)cc(OC)c1OC	4	-1	0.8	3	-6	9	0	-1	-2	7
CCOC(=O)c1ccc(N2C(=O)CC(SCC(N)C(=O)OCC)C2=O)cc1 (centres undefined)	-2	4	-0.4	3	4	-2	-1	-1	-1	1
O=C(/C=C/c1ccc(O)c(O)c1)O[C@@H]1C[C@](O)(C(=O)O)C[C@@H](O)[C@H]1O	-2&4	6&11	-0.8&-2.1	0&-1	5&-4	3&2	4&-1	0&1	5&0	5&6
